LANA DNA inh: blocks KSHV LANA C-terminal domain binding to DNA | MBP-C-LANA/FAM-LBS DNA binding, fluorescence polarization | inhibition, % at 9 µM | 340,000 compounds, 0.078% hits;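 active = highest replicate inhibition at or above 60% at 9 µM, even if other replicates fall short; inactive = all replicates below 60% inhibition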;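 note: 0% = neutral control wells and 100% = 4 µM acridine orange control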
NSD2 HMT inh: blocks human histone methyltransferase NSD2; 310,000 compounds, 0.54% hits; O96028; AID 743445; inhibition, % at 12.5 µM; NSD2 peptide methylation, AlphaScreen, 120 min; in the data active = inhibition above about 50%
SUMO Mot1 rescue: SUMOylation pathway inhibition by Mot1-301 growth rescue. S. cerevisiae Mot1-301 growth rescue, ATP luminescence, 38.5C; percent above DMSO median, 100 means doubled. growth rescue, % at 18.8 µM. 320,000 compounds, 1% hits. AID 2716;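 active = every valid replicate shows activation above 250% relative to neutral control wells; inactive = the rest, any valid replicate at or below 250%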;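 note: OY570 slx delta 5 strain wells were the positive control but not used for scaling; some compounds called inactive have numbers as strong as hits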
dFosB activator: mouse delta FosB homodimer activation. P13346. purified delta FosB, TAMRA-CDK5 oligo fluorescence polarization; percent of positive-control signal above neutral wells. activation, % at 25 µM. 340,000 compounds, 0.99% hits. AID 493131;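 active = mean activation above about 17%, with every replicate also reaching it, limit read from the data, passing the limit was not always enough; inconclusive = only one of the two conditions met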;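 note: fluorescence polarization rise as delta FosB binds a TAMRA Cdk5 AP-1 oligo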
Target sequence (P13346 whole entry, looked up): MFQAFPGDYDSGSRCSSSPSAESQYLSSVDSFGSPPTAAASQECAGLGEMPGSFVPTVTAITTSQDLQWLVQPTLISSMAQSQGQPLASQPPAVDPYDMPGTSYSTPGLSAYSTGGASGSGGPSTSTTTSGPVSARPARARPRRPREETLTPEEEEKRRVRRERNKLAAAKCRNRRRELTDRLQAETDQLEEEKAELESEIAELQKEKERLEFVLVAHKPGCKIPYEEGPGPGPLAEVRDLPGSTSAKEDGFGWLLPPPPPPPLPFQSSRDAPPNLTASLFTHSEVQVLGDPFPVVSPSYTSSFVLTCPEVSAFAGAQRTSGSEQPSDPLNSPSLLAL
PfHsp90 yeast 2: inhibits growth of yeast expressing Plasmodium falciparum Hsp90 | 310,000 compounds, 0.32% hits | S. cerevisiae expressing PfHsp90, BacTiter-Glo ATP, 48 h; yeast lacking PDR1 and PDR3 efflux regulators | inhibition, % at 9.4 µM;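 active = every replicate shows inhibition above about 80%, whatever the replicate mean, limit read from the data; inconclusive = mean inhibition reaches the set limit but some replicate falls short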;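 note: 0% = DMSO neutral controls and 100% = 20 µM radicicol positive controls; yeast relying on Plasmodium falciparum Hsp90 in place of its own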
Rtt109 Vps75: C. albicans Rtt109 histone acetyltransferase inhibition. Q5AAJ8. purified Rtt109/Vps75, ThioGlo CoA-SH fluorescence, 4 h. inhibition, % at 34.9 µM. 330,000 compounds, 0.16% hits. AID 540336;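 active = inhibition of at least 50% in every replicate; inconclusive = best replicate reaches 50% inhibition but some replicates fall short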
Cardiac RTF inh: cardiac RTF calcium desensitization; 340,000 compounds, 0.12% hits; AID 493244; P19429+P45379; IANBD-labeled cardiac RTF, Ca2+ fluorescence; inhibition, % at 7.15 µM;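 active = inhibition above the mean inhibition of all tested compounds plus 3 SD, cut at about 17% in these data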;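 note: assay run at fixed EC70 calcium of 1.6 mM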
RTF Ca sens act: increases calcium sensitivity of human cardiac regulated thin filaments; P19429+P45379; IANBD-labeled TnC RTF fluorescence at EC20 calcium; 0% EC20 calcium, 100% full calcium; activation, % at 7.2 µM; 340,000 compounds, 0.24% hits; AID 493008;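 active = activation above the mean over all tested compounds plus 3 SD, cut at about 30% in these data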;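 note: rise in fluorescence read as greater calcium sensitivity of cardiac thin filaments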
Keap1 Nrf2 FP: disrupts human Keap1 binding to Nrf2 peptide. inhibition, % at 9.4 µM. Keap1 Kelch-Nrf2 peptide fluorescence polarization, 1536-well. 340,000 compounds, 0.15% hits. AID 504523. Q14145; in the data active = inhibition above about 12%; inconclusive = no clear call, values can overlap the other calls; inactive = below about 7.3%;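 note: human Keap1 Kelch domain with fluorescein labeled Nrf2 9mer peptide probe; 0% = neutral control wells and 100% = peptide positive control; higher means more block of Keap1 binding to Nrf2 peptide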
PvdQ inh: P. aeruginosa PvdQ acylase inhibition; 340,000 compounds, 0.063% hits; purified PvdQ acylase, fluorescence plate reader; inhibition, % at 10 µM; AID 488965; in the data active = inhibition above about 30%, passing the limit was not always enough; inconclusive = no clear call, values can overlap the other calls;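 note: 0% = vehicle neutral wells and 100% = reference inhibitor wells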
CDK5 inh: CDK5/p35 (human) kinase inhibition | Q00535+Q15078 | Recombinant CDK5/p35, ADP-Glo luminescence, 60 min | inhibition, % at 10 µM | 330,000 compounds, 0.01% hits;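 active = highest replicate inhibition of at least 50% and at least 75% of replicates reaching 50%; inconclusive = only one of the two criteria met; inactive = both criteria failed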;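 note: plate controls were DMSO neutral control for no effect and GW8510 at 10 µM for full effect; many of its hits are not listed in these tables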
Target sequence (Q00535 whole entry, looked up): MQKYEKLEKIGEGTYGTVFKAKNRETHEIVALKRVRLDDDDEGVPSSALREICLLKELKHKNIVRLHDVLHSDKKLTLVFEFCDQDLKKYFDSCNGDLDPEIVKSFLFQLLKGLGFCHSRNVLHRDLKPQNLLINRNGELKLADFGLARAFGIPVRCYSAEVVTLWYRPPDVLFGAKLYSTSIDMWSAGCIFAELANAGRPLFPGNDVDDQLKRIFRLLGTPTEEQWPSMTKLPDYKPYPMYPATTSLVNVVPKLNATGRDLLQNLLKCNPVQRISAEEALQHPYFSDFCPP
Target sequence (Q15078 whole entry, looked up): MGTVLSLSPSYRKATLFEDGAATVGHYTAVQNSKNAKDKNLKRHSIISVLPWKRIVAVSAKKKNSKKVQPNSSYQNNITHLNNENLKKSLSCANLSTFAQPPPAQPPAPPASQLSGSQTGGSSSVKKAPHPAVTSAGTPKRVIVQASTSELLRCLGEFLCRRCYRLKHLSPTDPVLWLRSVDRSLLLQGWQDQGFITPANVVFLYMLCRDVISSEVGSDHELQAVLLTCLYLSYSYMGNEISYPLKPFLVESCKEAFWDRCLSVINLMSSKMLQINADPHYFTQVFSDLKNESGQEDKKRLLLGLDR
Starred values were filed as active, the others as inactive; ? = inconclusive; · = no result given.

Structure	LANA DNA inh	NSD2 HMT inh	SUMO Mot1 rescue	dFosB activator	PfHsp90 yeast 2	Rtt109 Vps75	Cardiac RTF inh	RTF Ca sens act	Keap1 Nrf2 FP	PvdQ inh	CDK5 inh
CN1COc2ccc3ccccc3c2C1	-1.1	1	173	-5	1	·	-9	-3	0	1	-1.7
CC(=O)N1CCCc2cc(S(=O)(=O)N3CCCC(C(=O)N4CCN(c5cc(C)ccc5C)CC4)C3)ccc21 (stereo not given)	0.7	6	-10	-20	7	1	-3	0	-2	-19	0.4
CCN(C(=O)CSc1ncccc1C(=O)OC(C)C)c1cccc(C)c1	-2.1	-5	0	-14	·	-5	-2	-3	-1	-13	-0.4
CN1CCN(C(=O)C2=C[C@@H](C3CC3)C[C@@H](OCc3ccc(CO)cc3)O2)CC1	0.8	·	-6	1	8	-12	7	-4	0	-7	-0.5
C=CCn1c(N)cc(=O)nc1SCC(=O)Nc1cccc2ccccc12	-0.9	-1	·	1	-9	·	-3	2	-1	-14	-0.6
COc1ccc(CC(=O)N2CCOCC2)cc1OC	-1.5	-1	·	9	-8	9	3	2	-4	-5	0.2
O=C(Nc1ccc(F)cc1)c1ccc2[nH]c(=O)c(=O)[nH]c2c1	-0.5	-4	8	-10	-12	-6	-8	-2	-5	-14	0.8
CCN(CC)C(=O)Cn1cc(S(=O)(=O)CC(=O)Nc2ccc(OC)c(OC)c2)c2ccccc21	-1.1	-5	-1	-6	1	-5	2	-2	-1	-8	-1.9
O=C(CSc1ccccc1)Nc1ccc(N2CCOCC2)cc1	-1.2	6	-20	2	·	8	-3	-2	-4	-9	-0.8
C(=C\c1ccccc1)/CSc1nnc(-c2cccnc2)n1Cc1ccco1	-1.9	2	-9	4	5	-4	-3	2	-8	-5	0.2
COc1ccc(CCC(=O)N2CCN(S(=O)(=O)c3ccc(OC(F)(F)F)cc3)CC2)cc1	0.3	-5	-24	-11	-33	13	-3	-1	-6	-6	-0.1
O=S(=O)(c1ccc(OCC(O)CN2CCN(c3ccccc3O)CC2)cc1)N1CCOCC1 (stereo not given)	2.5	-6	9	2	6	1	4	-1	-1	11	0.2
CCNCCNC(=O)c1c(O)c2ccccc2n(CC)c1=O	1.9	19	4	-9	3	-7	-3	-3	0	5	2.3
CCN=c1scc(-c2ccc(F)cc2)n1/N=C/c1ccccn1	1.6	13	73	-8	16	12	-1	-7	-3	0	-1.2
O=C(O)C1CCCN1C(=O)C1CCN(S(=O)(=O)c2cccc(C(F)(F)F)c2)CC1 (stereo not given)	-1.1	-1	·	-2	·	-13	4	4	-1	-5	0.0
COc1ccc(CCN2C(=NC(=O)CC(C)C)SC3CS(=O)(=O)CC32)cc1 (stereo not given)	-0.3	1	39	-2	·	2	-2	0	2	-7	-0.3
O=C(COC(=O)/C=C/c1ccccc1Cl)NCCc1ccc(Cl)cc1Cl	-0.3	-1	-17	-4	1	-1	-7	2	-7	-8	0.9
CCOC(=O)C1CCN(c2c(NCCN3CCN(c4ccccc4)CC3)c(=O)c2=O)CC1	-0.5	·	-13	-1	8	7	-7	4	-3	-15	-1.1
Cc1ccccc1N1CCN(C2CCCN(C(=O)c3cn4cccc(C)c4n3)C2)CC1 (stereo not given)	-1.0	4	·	-5	8	11	-2	-2	3	-10	0.3
CN(CCNC(=O)C1CCN(c2ncnc3c2nc2n3CCCCC2)CC1)Cc1ccccc1	-1.0	6	1	5	-5	24	-7	0	-1	8	0.4

More records follow.
Structure	LANA DNA inh	NSD2 HMT inh	SUMO Mot1 rescue	dFosB activator	PfHsp90 yeast 2	Rtt109 Vps75	Cardiac RTF inh	RTF Ca sens act	Keap1 Nrf2 FP	PvdQ inh	CDK5 inh
CCCCC(O)(CCCC)C(=O)NNc1ccccc1	0.2	-1	13	-5	2	-2	-1	0	-4	-9	-1.3
O=C1Nc2ccccc2/C1=C/c1cccnc1	3.7	5	-4	3	11	-5	-3	7	-11	7	7.3
CCCCNC(=O)c1ccc2c(c1)N(CC)C(=O)c1ccccc1S2(=O)=O	-3.0	·	16	-7	-5	-2	-10	3	1	-10	-0.6
CC1(C)CC(=O)C(Br)=C(O)C1	0.3	-5	·	-3	12	3	-15	9	-3	-23	-2.9
OC(c1cccs1)(c1cccs1)C1C[N+]2(CF)CCC1CC2 (stereo not given)	1.7	·	1	-4	1	-2	0	-6	4	-4	-0.5
CCOc1ccc(C(=O)Nc2ccc(Cl)cn2)cc1Cl	0.4	-2	12	?	-16	4	6	2	1	-5	-0.7
COC(=O)[C@@H]1C[C@@]2(O)[C@H](O)[C@H](O)[C@H](O)C[C@H]2N1CC(c1ccccc1)c1ccccc1	1.6	·	10	8	3	11	-2	3	-1	10	0.4
CCOC(=O)C(=NC(C)CC)NNc1cccc(C(F)(F)F)c1 (stereo not given)	0.0	-2	29	1	-24	-8	7	5	-5	-8	0.4
CCC(=O)Nc1cccc(NC(=O)CSc2nnc(-c3ccc(NS(C)(=O)=O)cc3)n2C)c1	1.0	-2	119	-14	3	4	-7	1	-5	-14	0.3
CC(=O)c1ccc(N2CCN(S(=O)(=O)c3ccc4c(c3)CC(=O)N4C)CC2)cc1	-0.5	-2	-7	-4	-3	3	2	-2	-4	4	1.7
COc1ccc(C(=O)COC(=O)C2CCN(c3ccc(C(F)(F)F)cn3)CC2)c(OC)c1	0.5	-3	·	-6	1	6	-5	-7	2	-8	2.0
O=C(N/N=C\c1ccccc1F)c1ccc(-c2ccccc2)cc1	-0.5	0	89	1	8	-3	-9	-2	0	-10	-0.6
Cn1/c(=N/NC(=O)c2ccccc2F)sc2ccccc21	0.9	-7	32	-1	-6	7	-13	1	2	0	0.2
COc1ccc(C(=O)c2c(O)cc(-c3ccc(OC)cc3)oc2=O)cc1	-1.3	-2	11	0	0	-2	4	-4	3	6	-0.3
C=CCn1c(=NC(=O)C2COc3ccccc3O2)sc2cccc(OC)c21 (stereo not given)	-3.0	-5	46	-6	-59	6	6	-3	-7	5	-2.3
COc1cccc(C2CC(C(F)(F)F)n3ncc(C(=O)NCC4CCCO4)c3N2)c1 (stereo not given)	-0.3	-2	7	0	4	-2	1	1	2	-6	-0.8
Cc1c(N=C2NC(=O)C(CC(=O)Nc3ccc(Cl)cc3)S2)c(=O)n(-c2ccccc2)n1C (stereo not given)	1.1	1	441	-4	4	-3	8	-1	3	-8	3.0
Cc1ccc(/C=C(\C#N)C(=O)Nc2cccc3ncccc23)o1	-1.4	3	293	-4	-57	-3	-3	4	-6	-6	2.9
COc1cc(/C=N/NC(=O)CC#N)ccc1Oc1nc(Cl)ncc1F	-1.1	1	-16	-3	-11	5	-1	-6	-3	-3	-3.9
O=C1c2ccccc2NC(c2cn[nH]c2-c2ccc(Cl)cc2)N1O (stereo not given)	8.5	2	3	1	-9	12	-9	5	12*	-16	-1.3

Remaining list, next part.
Structure	LANA DNA inh	NSD2 HMT inh	SUMO Mot1 rescue	dFosB activator	PfHsp90 yeast 2	Rtt109 Vps75	Cardiac RTF inh	RTF Ca sens act	Keap1 Nrf2 FP	PvdQ inh	CDK5 inh
C=CCOc1ccc(/C=C(\C#N)C(=O)Nc2ccccn2)cc1	-0.3	4	-4	-3	-9	-10	-3	-3	-3	4	1.0
COc1cc2c(cc1OC)C(c1cccc([N+](=O)[O-])c1)=NCC2	2.5	30	-17	-1	25	5	-13	8	-7	-21	-0.4
COc1ccc(NC(=O)CC(C(=O)O)C(C)c2ccccc2)cc1 (stereo not given)	-1.5	-1	32	3	14	3	1	-1	2	11	-3.5
COCCNC(=O)CSc1cc(=O)n(C)c2cc(Cl)ccc12	3.2	-4	-14	3	-26	4	5	3	-1	8	-2.3
O=C(COc1ccc2ccccc2c1)NN1C(=O)c2ccccc2C1=O	-2.2	-1	9	6	2	1	-1	4	-4	-6	-1.4
CCCCC(=O)Nc1ccc(NC(=S)NC(=O)CCCCl)cc1OC	2.0	-1	2	-1	-4	-6	-14	3	-6	-13	0.7
COc1ccccc1-n1c(SCC(=O)N2CCCCC2)nc2cccnc21	1.0	0	597	-4	5	15	-14	1	3	-5	0.2
Cn1c(N)c(C(=O)c2ccccc2)c(=O)n(C)c1=O	0.1	3	16	2	1	2	0	4	0	10	0.4
COc1ccccc1/C=C1\SC(N2CCC(C)CC2)=NC1=O	-0.4	3	-9	-21	-1	12	-3	-2	-2	10	7.5
CCN1CCN(C(=S)Nc2cccc([N+](=O)[O-])c2)CC1	2.3	9	-5	-6	-20	3	-9	-2	-2	-1	0.8
O=C(CN1C(=O)NC2(CCCCCC2)C1=O)Nc1ccc([N+](=O)[O-])cc1	0.8	2	-13	0	-8	1	0	3	1	2	0.5
Cc1cccc(-n2nnnc2-c2cnccc2C(F)(F)F)c1C	-0.9	0	13	-2	-9	5	-6	1	-1	-12	1.6
CN1CCN(NC(=O)Nc2ccc(Br)cc2)CC1	3.0	2	-1	-5	-25	-8	3	-8	-9	1	-4.2
CCOC(=O)c1sc(NC(=O)Nc2ccccc2Cl)cc1C	0.2	-3	-5	-2	-7	-31	-3	-6	-7	-12	-3.8
Cc1ccsc1/C=N/NC(=O)c1ccc([N+](=O)[O-])cc1	1.1	2	3	3	5	0	6	5	-4	-5	-0.2
O=C(CC(Nc1ccccc1)C(=O)O)c1ccccc1 (stereo not given)	-2.0	5	118	2	3	5	-11	-8	-6	7	-1.2
Cc1ccc(C)c(OCCC(=O)OCC(=O)N(C)c2c(N)n(Cc3ccccc3)c(=O)[nH]c2=O)c1	-0.6	-1	-9	-11	-9	10	-10	-1	1	4	-0.7
COc1ccccc1NC(=O)c1ccc(NC(=O)CSc2nncn2C)cc1	0.2	0	8	1	-1	-6	-4	-2	3	-7	1.4
COc1ccc(OC)c(CC(NC(C)=O)C(=O)NC2CCN(c3c(Cc4ccccc4)c(C)nc4ncnn34)CC2)c1 (stereo not given)	-0.1	-1	-11	-5	5	4	-1	4	-1	-7	-0.1
Cc1c(N=Cc2nc3ccccc3n2C)c(=O)n(-c2ccccc2)n1C	-0.5	-1	6	-5	15	2	3	3	-5	-7	4.2
CN(C)c1ccc(/C=C2\CCCCC2=O)cc1	0.8	5	-1	5	-17	-6	-7	-2	-1	3	0.2
COc1ccccc1C(=O)NCC(=O)N1CCN(S(=O)(=O)c2ccc3c(c2)OCCO3)CC1	-0.2	-1	-12	-3	·	-4	0	-1	0	-17	1.9
